rat mGlu8 modulation – rat mGlu8 modulation via Gqi9 calcium signal, confirmation, counter-screen for GIRK activator project, cell-based, HEK293 rmGlu8, Gqi9 chimera | HEK293 rmGlu8/Gqi9 calcium flux, Fluo-4 fluorescence; glutamate at EC20 added after compound | calls only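 (single compound addition from 20 µM solution with 0.2% DMSO)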 | 2,100 tested, 4% active;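 active = calcium fluorescence trace judged by eye to show a response, as agonist, enhancer of the glutamate response, or inhibitor; inactive = trace judged by eye to show no response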
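system = HEK-293 cells stably expressing rat mGlu8, plus transient chimeric Gqi9 | measured by = Fluo-4 calcium fluorescence, 1 Hz | timing = compound pre-exposure 4 min, post-glutamate read 2 min | measure = F/F0 fluorescence traces judged visually for each well | medium = HEPES-buffered HBSS at pH 7.4 | doses = single compound addition from 20 µM solution, 0.2% DMSO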
Calls only. Some of the compounds tested (hit frequency here may not be typical).

What do the screens show for `Cc1ccc(C)c(-n2nnnc2SCC(=O)Nc2cccc(-c3nnc4n3CCCCC4)c2)c1`?
rat mGlu8 modulation: inactive

Results for COc1ccc(/C=C/C(=O)N2CCN(S(=O)(=O)/C=C/c3ccccc3)CC2)cc1OC ?
rat mGlu8 modulation: inactive

What do the screens show for `COc1ccc(OC)c(-c2c3cc(O)c(=O)cc-3oc3cc(O)c(O)cc23)c1`?
rat mGlu8 modulation: inactive

Results for Cc1cc(=S)[nH]c2c(C)cccc12 ?
rat mGlu8 modulation: inactive

How did COc1cc(NC(=O)Cc2cccs2)cc(OC)c1 do in these assays?
rat mGlu8 modulation: inactive

Results for Cc1ccc(/C=N/Nc2nc(Cl)c(Cl)cc2Cl)s1 ?
rat mGlu8 modulation: inactive

What do the screens show for `Cc1ccc(C(=O)c2ccc(N3CCOCC3)c(F)c2)cc1`?
rat mGlu8 modulation: inactive

How did COc1ccc(S(=O)(=O)N(CCc2ccccc2)CC(=O)O)cc1 do in these assays?
rat mGlu8 modulation: inactive

Results for O=c1[nH]c(SCc2ccccc2Cl)nc2c1CCCC2 ?
rat mGlu8 modulation: inactive

How did CCCN(CCC)CCNC(=O)C(NS(=O)(=O)c1ccc2c(c1)CCC(=O)N2)c1ccccc1 (stereo unspecified) do in these assays?
rat mGlu8 modulation: inactive

What do the screens show for `CC(C)CN1C(=O)/C(=C/c2cccs2)NC1=S`?
rat mGlu8 modulation: inactive

Results for N#CC(C#N)=C1C=C2C=C(N3CCCCC3)CCC2CC1 (stereo unspecified) ?
rat mGlu8 modulation: inactive

11 structures out of the list, arranged by length of the SMILES, descending.
How did CCCN(CCC)CCNC(=O)C(NS(=O)(=O)c1ccc2c(c1)CCC(=O)N2)c1ccccc1 (stereo unspecified) do in these assays?
rat mGlu8 modulation: inactive

Results for COc1ccc(/C=C/C(=O)N2CCN(S(=O)(=O)/C=C/c3ccccc3)CC2)cc1OC ?
rat mGlu8 modulation: inactive

What do the screens show for `COc1ccc(OC)c(-c2c3cc(O)c(=O)cc-3oc3cc(O)c(O)cc23)c1`?
rat mGlu8 modulation: inactive

How did COc1ccc(S(=O)(=O)N(CCc2ccccc2)CC(=O)O)cc1 do in these assays?
rat mGlu8 modulation: inactive

What do the screens show for `Cc1ccc(C(=O)c2ccc(N3CCOCC3)c(F)c2)cc1`?
rat mGlu8 modulation: inactive

Results for N#CC(C#N)=C1C=C2C=C(N3CCCCC3)CCC2CC1 (stereo unspecified) ?
rat mGlu8 modulation: inactive

Results for Cc1ccc(/C=N/Nc2nc(Cl)c(Cl)cc2Cl)s1 ?
rat mGlu8 modulation: inactive

Results for O=c1[nH]c(SCc2ccccc2Cl)nc2c1CCCC2 ?
rat mGlu8 modulation: inactive

What do the screens show for `CC(C)CN1C(=O)/C(=C/c2cccs2)NC1=S`?
rat mGlu8 modulation: inactive

How did COc1cc(NC(=O)Cc2cccs2)cc(OC)c1 do in these assays?
rat mGlu8 modulation: inactive

Results for Cc1cc(=S)[nH]c2c(C)cccc12 ?
rat mGlu8 modulation: inactive

The list continues:
How did Cc1cc2nc(CCN(C(=S)NCC(C)C)C3CCCC3)[nH]c2cc1C do in these assays?
rat mGlu8 modulation: inactive

Results for Fc1ccc(NC(=S)N/N=C/c2cccc(Br)c2)c(F)c1 ?
rat mGlu8 modulation: inactive

What do the screens show for `COc1cccc(OCCc2c(C)n[nH]c2C)c1`?
rat mGlu8 modulation: inactive

What do the screens show for `COc1cc(OC)cc(-c2nnc(Nc3nc4c(F)cccc4s3)o2)c1`?
rat mGlu8 modulation: inactive

How did COc1ccc(/C=C2\C(=O)NC(=S)N2C(=O)c2ccc(F)cc2)cc1 do in these assays?
rat mGlu8 modulation: inactive

How did CCOC(=O)C1CCN(C(=O)NC23CC4CC(CC(C4)C2)C3)CC1 do in these assays?
rat mGlu8 modulation: inactive

What do the screens show for `CC1(C)Cc2cccc(OCC(=O)Nc3ccccc3N3CCOCC3)c2O1`?
rat mGlu8 modulation: inactive

What do the screens show for `COC(=O)c1ccc(C(=O)OC)c(NC(=O)CSc2nc(-c3ccco3)cc(C(F)(F)F)n2)c1`?
rat mGlu8 modulation: inactive

How did N#CCCN(Cc1ccccc1)C(=S)NC(=O)c1ccccc1 do in these assays?
rat mGlu8 modulation: inactive

What do the screens show for `C=CCNC(=O)C1CC(=O)N(c2ccc(OCC(=O)Nc3ccccc3)cc2)C1` (stereo unspecified)?
rat mGlu8 modulation: inactive

What do the screens show for `O=c1[nH]c(CS(=O)(=O)c2ccccc2)nc2ccccc12`?
rat mGlu8 modulation: inactive

What do the screens show for `C=CCN(CC=C)C(=S)NC(=O)c1ccc(C)c(Br)c1`?
rat mGlu8 modulation: inactive

Screening data from PubChem.
